# Screening data as filed in PubChem.
# INS-1E GSIS act = primary screen for activators of insulin secretion dependent on glucose, INS-1E cells, GLuc reporter luminescence. AID 743287. INS-1E GLuc reporter insulin secretion, 2-3 h. actives 0.61% (n = 370,000). activation, % at 16.6 µM;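 active = lowest replicate activation of at least 40%, so every replicate reaches that level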;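 also: 0% = median of neutral control wells and 100% = median of IBMX positive control wells; some compounds called inactive have numbers as strong as hits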
# ARNT TACC3 PPI = ARNT/TACC3 interaction disruption | Q9Y6A5 | inhibition, % at 9.99 µM | actives 0.66% (n = 390,000) | AlphaScreen His-ARNT PAS-B/GST-TACC3 binding, luminescence; TACC3 fragment carries E629A point mutation;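 active = mean inhibition of replicates at least 50% and at least half of replicates each reaching 50%; inconclusive = half or more replicates reach 50% but mean below 50%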;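 also: 0% = complete ARNT plus TACC3 wells and 100% = ARNT alone without TACC3; many hits fall short of the cut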
# PAX8 inh HTS = inhibitors of PAX8 transcriptional activity in RMG-I cells | inhibition, % at 12.6 µM | actives 1.2% (n = 360,000) | RMG-I TPO-luciferase reporter, SteadyGlo, 24 h;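 active = mean replicate inhibition at least 60% with every replicate also reaching 60%; inconclusive = only one of the two criteria is met; inactive = mean below 60% and not all replicates reaching 60%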;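 also: luciferase light reporting Pax8 driven TPO promoter activity; plate controls were median of neutral control wells for no effect and mitoxantrone controls for full effect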
# Xi reactivation = reactivates the inactive X chromosome in mouse fibroblasts; XiGFP mouse fibroblasts, % GFP-positive cells imaging, 3 d; cells co-treated with 5-aza-dC sensitizer; scaled so ellipticine positive control = 100%; activation, % at 7.58 µM; actives 0.055% (n = 360,000); AID 743238;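 active = mean normalized replicate activation at least 10% and every replicate at or above 10%; inconclusive = only one of the two criteria met; inactive = mean below 10% and not all replicates reach 10%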;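 also: 0% = median of on-plate neutral control wells and 100% = ellipticine 6 µM median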
#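 Assay system: SV40-immortalized XiGFP fibroblast cells, line 68-5-11; buffer or medium: DMEM plus 5-aza-dC sensitizer; compound: one concentration, pinned; timing: compounds 3 days, fix/stain 15 min at room temperature; benchmarks: positive control ellipticine, 6 µM final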
# ERp5 block = inhibitors of human ERp5; Q15084; AID 651711; inhibition, % at 9.99 µM; ERp5 insulin aggregation, absorbance 650 nm, 90 min; actives 0.05% (n = 350,000);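 active = mean replicate inhibition above about 25%, with every replicate also reaching it, limit read from the data, passing the limit was not always enough; inconclusive = only one of those two criteria met; inactive = neither criterion met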
# Target sequence (Q15084 whole entry, looked up): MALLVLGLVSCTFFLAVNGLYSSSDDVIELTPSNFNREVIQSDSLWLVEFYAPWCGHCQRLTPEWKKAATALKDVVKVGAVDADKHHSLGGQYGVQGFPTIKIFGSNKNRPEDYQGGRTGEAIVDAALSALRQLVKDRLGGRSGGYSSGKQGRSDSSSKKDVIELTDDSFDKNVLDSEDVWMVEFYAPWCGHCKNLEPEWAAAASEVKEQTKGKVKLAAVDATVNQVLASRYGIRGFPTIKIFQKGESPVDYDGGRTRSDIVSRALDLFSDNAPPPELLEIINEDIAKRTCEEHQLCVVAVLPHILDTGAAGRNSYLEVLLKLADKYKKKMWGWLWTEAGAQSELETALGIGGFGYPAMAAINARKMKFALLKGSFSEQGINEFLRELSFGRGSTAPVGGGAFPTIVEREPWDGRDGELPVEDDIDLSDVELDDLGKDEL
# DENV2 CPE rescue = DENV2-induced cell death inhibition; actives 1.7% (n = 350,000); DENV2-infected cells, cytopathic effect rescue, plate reader; CPE inhibition, % at 9.99 µM; in the data active = CPE inhibition above about 20%, passing the limit was not always enough; inconclusive = no clear call, values can overlap the other calls; tested in BHK-21 cells;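 also: 0% = median of neutral control wells and 100% = median of positive control wells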
# EWS-Fli inh = EWS/Fli transcriptional activity inhibition. A673 NR0B1-luciferase reporter, viability-normalised. inhibition, % at 12.6 µM. actives 0.67% (n = 350,000);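 active = mean inhibition of at least 50% after viability correction, with every replicate also passing that limit; inconclusive = mean reaches 50% but only one of two replicates passes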;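 also: firefly luciferase signal divided by Alamar Blue viability fluorescence both relative to DMSO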
# CFTR F508del cor = CFTR F508del correction in bronchial cells; CFBE cells, YFP halide quenching; stimulated with forskolin plus potentiator P3; % fluorescence drop versus neutral controls; activity (quench increase), % at 7.58 µM; actives 0.36% (n = 350,000);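 active = mean added fluorescence quench of at least 8% versus neutral control, with both replicates also reaching 8%; inconclusive = only one of the mean or replicate conditions met; inactive = mean below 8% and not both replicates reaching 8%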;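 also: cells transiently co-express mutant CFTR-F508del with the halide-sensitive YFP; corrector assay measuring rescue of mutant channel to the surface after 24 h compound exposure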
# * = called active by the depositor; ? = inconclusive; nt = no result given.
SMILES,INS-1E GSIS act,ARNT TACC3 PPI,PAX8 inh HTS,Xi reactivation,ERp5 block,DENV2 CPE rescue,EWS-Fli inh,CFTR F508del cor
CC(C)Cc1nc(N2CCN(C(=O)c3ccco3)CC2)c(C#N)c2c1CCCC2,-19,3,18,0.0,-5,-4,nt,3.5
C[C@H](CO)N1C[C@H](C)[C@@H](CN(C)C(=O)Nc2ccccc2)Oc2ccc(NS(=O)(=O)c3cccs3)cc2C1=O,6,nt,-19,0.2,11,-1,-8,-2.4
Cc1ccc(NC2=CC(=O)CC(c3ccccc3)C2)cc1 (stereo not drawn),-2,4,4,0.0,nt,nt,nt,nt
O=C(NCCSCc1ccccc1)c1ccccc1,-20,-1,0,-0.1,-1,4,-9,nt
C[C@@H]1CN([C@H](C)CO)S(=O)(=O)c2ccc(-c3ccccc3)cc2O[C@@H]1CN(C)C(=O)CN(C)C,7,0,3,-0.8,8,7,5,-0.9
OC(c1ccccc1)(c1nc(-c2ccc(Cl)cc2)cs1)C(F)(F)F (stereo not drawn),-6,nt,1,-0.1,4,-11,1,-1.2
COc1ccc(CNC(=O)C[C@H]2C=C[C@@H](NS(=O)(=O)c3cccc(OC)c3)[C@@H](CO)O2)cc1,11,nt,nt,0.3,11,-7,-3,2.3
Cc1ccc(S(=O)(=O)CCC(O)c2ccc(Cl)cc2)cc1 (stereo not drawn),33,-10,11,1.0,1,8,0,-2.7
Cc1ccc(Cn2nnc3c(=O)n(CC(=O)NCc4ccc5c(c4)OCO5)cnc32)cc1,-1,6,nt,nt,-4,-4,-1,1.2
CC(C)(C)OC(=O)CNC(=O)c1[nH]cnc1C(=O)N[C@@H](CCCCNC(=O)OC(C)(C)C)C(=O)OC(C)(C)C,-16,6,21,0.0,1,-15,2,0.0
CCC(C)[C@H]1COCCS(=O)(=O)N1Cc1ccc(Br)cc1 (stereo partly drawn),-36,-1,-3,0.3,0,100*,1,1.4
CCOc1cc(NC(=S)NCCCN2CCOCC2)c(OCC)cc1NC(=O)C(C)C,15,0,-22,-0.1,nt,nt,nt,nt
CCN1C(=O)/C(=C/c2ccc(OC)c(OC)c2)N=C1SCC(=O)NCc1ccco1,-6,-9,21,0.0,-2,4,-67,0.3
Cc1cc(C)cc(OCCNC(=O)C2CCN(S(=O)(=O)c3ccccc3)CC2)c1,15,-6,-2,0.1,5,-1,-2,0.3
CCn1cc(C(=O)NCCCOC)c(=O)c2cc(S(=O)(=O)N3CCCC3)ccc21,-12,-13,-232,0.1,-4,-4,2,-0.1
C/C=C/c1cnc2c(c1)C(=O)N([C@H](C)CO)C[C@@H](C)[C@H](CN(C)Cc1cccc(C(=O)O)c1)O2,27,-8,-7,0.2,-2,0,-7,-0.1
COc1cccc(NC(=O)C[C@H]2CC[C@@H]3[C@H](COc4ccc(NS(=O)(=O)c5cccc(F)c5)cc4C(=O)N3C)O2)c1,-9,5,23,0.1,nt,2,2,-1.0
CCc1ccc(C(=O)N2CCN(c3ccc(NC(=O)c4ccco4)cc3)CC2)cc1,-18,-3,-6,-0.1,4,9,8,6.0
O=[N+]([O-])c1ccc2[nH]nc(-c3ccccc3)c2c1,14,5,6,0.0,nt,nt,nt,nt
O=C(COc1cccc2ccccc12)NNC(=O)CSCCO,-2,-1,40,0.0,4,nt,-6,-4.0
NS(=O)(=O)c1ccc(CCNC(=O)Cn2c(=O)c3cccn3c3cccnc32)cc1,5,-5,-11,-0.1,12,4,nt,-0.2
C/C(=N\O)C(C)(C)Nc1ccc(Cl)cc1,11,-8,11,0.1,1,4,11,nt
COC(=O)c1c(N2C(=O)Nc3ccccc3N2O)sc2c1CCCC2,-11,-4,-1,0.0,1,-6,-3,-1.9
CC(=O)c1ccccc1OC(=O)CCN1C(=O)C2C3C=CC(C4CC34)C2C1=O (stereo not drawn),-10,nt,8,0.0,2,-2,3,-2.0
CCSc1cc(Cl)nc(N)n1,6,-2,9,0.9,2,-1,2,2.0
CCOc1ccc(NC(=O)CSc2nc3ccccc3c(=O)n2CCCC(=O)NCC2CCCO2)cc1 (stereo not drawn),8,nt,5,0.4,0,2,nt,1.8
O=C(NC1CCC1)[C@@H]1[C@@H](CO)[C@@H]2Cn3c(ccc(-c4ccccc4F)c3=O)[C@@H]2N1Cc1ccccn1,17,nt,16,0.4,10,11,-2,-2.6
Cc1ccc(C)n1C(CC(=O)O)c1ccc(C#N)cc1 (stereo not drawn),3,-3,10,0.0,10,3,-13,-0.6
O=C(/C=C/c1ccccc1)NC(=S)Nc1ccc2c3c(cccc13)CC2,nt,-7,17,0.6,-5,4,14,nt
COc1ccc(CNC(=O)COC(=O)Cc2ccc(Br)cc2)cc1,7,-11,0,0.0,-9,-7,0,0.5
CCN(CC)c1ccc(NC(=O)C2=CCN(S(=O)(=O)c3ccc(F)cc3)CC2)c(C)c1,-9,-3,6,-0.1,7,4,3,0.2
C/C(=N/Nc1ccccc1[N+](=O)[O-])c1ccc([N+](=O)[O-])cc1,4,-2,5,0.0,2,0,7,-1.5
N#Cc1ccc(COC(=O)C2CC(=O)N(CCc3ccccc3)C2)cc1 (stereo not drawn),16,-2,-8,0.0,-2,8,0,0.9
COC(=O)[C@@H]1[C@@H](CO)[C@@H]2Cn3c(ccc(C4=CCCC4)c3=O)[C@@H]2N1Cc1ccccn1,4,35,10,0.2,-1,-7,-4,-0.2
Cc1ccc2nc(-c3ccc(F)cc3)c(Cc3ccsc3)n2c1,1,nt,-110,0.4,-3,-2,-82,0.1
COc1cccc(N=C2NC(=O)/C(=C/c3cc([N+](=O)[O-])ccc3O)S2)c1,18,-8,1,0.2,2,7,19,5.2
COc1ccc(NC(=O)N(C)C[C@H]2OCc3ccccc3-c3ccccc3C(=O)N([C@@H](C)CO)C[C@@H]2C)c(OC)c1,2,nt,nt,0.1,6,18,-14,-2.9
Cc1cnc(CN(C)C(=O)C2CCC(=O)N(CCc3ccccc3)C2)[nH]1 (stereo not drawn),-8,1,-11,0.0,3,-2,7,-3.2
Cc1nnc(-c2cccc(C(F)(F)F)c2)nc1N1CCOCC1,32,-7,-10,0.4,-6,0,10,2.0
Cc1ccccc1OCC(O)Cn1c(NCCN(C)C)nc2c1c(=O)n(C)c(=O)n2C (stereo not drawn),5,-10,-15,0.0,-3,5,-4,-0.1
CN(CC(=O)Nc1cccc(F)c1)C(=O)c1ccccc1Cc1ccccc1,-20,2,nt,0.0,4,1,5,1.7
Cc1ccc(S(=O)(=O)N(C)C[C@@H]2OCCCC[C@H](C)Oc3ccc(N(C)C)cc3C(=O)N([C@H](C)CO)C[C@H]2C)cc1,-2,34,-15,0.1,-6,7,-5,5.0
O=C(C[C@@H]1C=C[C@@H](NC(=O)c2cccc(F)c2)[C@H](CO)O1)NCCN1CCCC1,2,-6,-4,-0.6,3,-5,8,0.0
CCC1(CC)NC(=O)N(CC(=O)OC(C)C(=O)Nc2cc([N+](=O)[O-])ccc2OC)C1=O (stereo not drawn),-2,nt,11,-0.1,7,6,nt,0.3
C[C@@H]1CN([C@@H](C)CO)C(=O)c2cc(NS(=O)(=O)c3cccs3)ccc2O[C@H]1CN(C)S(=O)(=O)c1ccccc1,12,-1,-11,-0.9,-8,1,-5,-0.6
C=CCSCC1Nc2cc(Cl)c(S(N)(=O)=O)cc2S(=O)(=O)N1 (stereo not drawn),nt,-4,-21,0.2,0,?,-8,6.9
CN1CCN(C(=O)c2cc3c(c(-c4cccc(-c5ccc(C#N)cc5)c4)n2)[C@H](CCO)N([S@@](=O)C(C)(C)C)C3)CC1,2,-4,-12,0.1,1,-2,5,3.0
C[C@H](CO)N1C[C@H](C)[C@H](CN(C)C(=O)Oc2ccccc2)OCc2ccccc2-c2ccccc2C1=O,11,-6,nt,0.0,2,-15,4,0.9
CCOC(=O)C1(C)NC(c2cccs2)C2C(=O)N(c3ccccc3)C(=O)C21 (stereo not drawn),10,-3,-1,0.0,1,3,5,1.0
O=C(Cc1ccccc1)N1CCN(c2ccc([N+](=O)[O-])cc2)CC1,-16,10,-6,0.0,4,1,-9,-1.5
COc1ccc(-c2[nH]ncc2CN2CCN(c3ccccn3)CC2)c(OC)c1,7,-3,3,0.0,4,nt,4,-0.5
Cc1ccc(C)c(N2CCN(c3cnn(-c4nc5ccccc5s4)c(=O)c3Cl)CC2)c1,-4,3,-66,0.1,nt,nt,nt,nt
CCCCNc1c(-c2ccc(SC(C)CC)cc2)nc2ccc(Cl)cn12 (stereo not drawn),-13,nt,-134,0.1,-2,16,-41,0.0
O=C(C[C@H]1C/C=C\CCC(=O)OC[C@H]2CCCN2C1=O)NCCO,7,28,-11,-0.1,4,-2,0,-1.7
CSc1nc2ncc(-c3ccsc3)c(N)n2n1,-8,19,0,0.0,-4,-1,-34,-0.8
Cc1ccc2[nH]c3c(c2c1)CCCC3C(N)=O (stereo not drawn),nt,-20,24,0.7,-8,-5,7,nt
COC(=O)[C@]12CCCCC=C1N(Cc1cccc3ccccc13)C(=O)[C@H](CC(=O)NCc1ccc(C)o1)C2,-23,nt,0,0.3,9,2,0,-0.2
CC(CN1CCN(C)CC1)OC(=O)c1ccc(F)cc1 (stereo not drawn),7,-5,11,0.0,-3,-2,-15,-1.3
COC(=O)COc1ccc(S(=O)(=O)Nc2cc([N+](=O)[O-])ccc2C)cc1,-8,-9,-3,0.0,7,-5,0,nt
COc1ccccc1OCCn1cc(C(=O)O)c2ccccc21,1,nt,5,0.0,-2,8,-3,0.2

# (further entries)
SMILES,INS-1E GSIS act,ARNT TACC3 PPI,PAX8 inh HTS,Xi reactivation,ERp5 block,DENV2 CPE rescue,EWS-Fli inh,CFTR F508del cor
CC(=O)c1c(C)[nH]c(C(=O)NCCc2c[nH]c3ccccc23)c1C,-2,nt,-92,0.0,-8,-6,0,-1.0
O=C(CCNS(=O)(=O)c1ccccc1C(F)(F)F)N1CCN(S(=O)(=O)c2cccc(F)c2)CC1,16,-4,4,0.0,-2,-1,6,-0.7
COc1ccc(OC)c(CNC(=O)Cn2nc(C)c3c(C)n(-c4ccc(C)cc4)nc3c2=O)c1,-4,-1,47,0.1,4,5,7,-1.9
COCC(=O)N1CC2(CCN(C(=O)CN3CCOCC3)CC2)c2c([nH]c3cc(OC)ccc23)[C@@H]1CO,6,nt,nt,0.3,nt,-2,7,-0.8
CC(=O)c1nc2ccccc2n1CCc1ccccc1,36,-6,19,-0.1,-2,-9,-5,-2.2
CC(=O)NC(c1ccccc1)c1nc(-c2cc3ccccc3o2)cs1 (stereo not drawn),-20,nt,13,0.1,6,0,-2,-0.5
Cc1c(C(=O)Nc2cccc(S(=O)(=O)N3CCOCC3)c2)oc2ccccc12,nt,0,19,0.3,2,-5,-14,-1.1
COc1ccc(C[C@H]2CCn3cc(nn3)COC[C@H](C(C)C)NC2=O)cc1,2,nt,-2,0.1,-4,-4,0,nt
CCC(C)C(=O)Nc1ccc(OC)cc1[N+](=O)[O-] (stereo not drawn),12,2,-3,0.0,-3,7,4,nt
